TNAP activators: stimulation of alkaline phosphatase TNAP activity – biochemical, luminescent, no phosphate acceptor, uHTS, primary screen (AID 1001); purified TNAP, luminescent activation assay, no phosphate acceptor; higher activation fold means a stronger effect; activation fold at 20 µM; hits with a dose series show EC50 in µM; 200,000 tested, 0.03% active; in the data active means activation fold from about 3, or a potency from the dose series; inactive means the rest, 99 in 100 with activation fold below about 1.6; further: many of its hits are not listed in these tables
K1F lysis inhibition: protection from phage-mediated lysis, alamar blue read-out – E. coli UTI89, K1F phage, bacterial capsule biogenesis inhibitors (AID 488966); E. coli UTI89 K1F phage lysis, alamar blue, 2 h; higher % means a stronger effect; inhibition, % at 100 µM, or IC50 in µM where a hit was titrated; 340,000 tested, 0.02% active;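 active means phage lysis inhibition, versus mean bacterial control, above a set limit; inconclusive means no clear call, values can overlap the other calls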;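 further: capsule biogenesis inhibitors block K1F phage lysis so surviving cells raise fluorescence; higher fluorescence means more inhibition of phage lysis; actives were called in the ten point dose series up to 300 µM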
Myeloid diff MLP: promotes myeloid progenitor differentiation | AID 624256 | ER-HoxA9 myeloid progenitors, lysozyme-GFP differentiation, flow cytometry | 360,000 tested, 1% active | calls only at 10 µM;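 active means normalized GFP-positive differentiation at or above the plate's own cutoff, the solvent-only control mean plus 3 SD; inconclusive means no clear call, values can overlap the other calls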;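 further: cells exposed to compound for four days before flow analysis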
PhoP inhibition: inhibitors of PhoP regulon expression, primary screen, Salmonella Typhimurium, GFP reporter (AID 1863). S. Typhimurium PhoP-regulated promoter GFP reporter, 4 h; higher % means a stronger effect. inhibition, % at 50 µM; hits with a dose series show IC50 in µM. 300,000 tested, 0.16% active;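 active means inhibition over 29.93%, a cutoff 3 SD above the screen mean, later confirmed by dose response; inconclusive means inhibition over 29.93% but no dose response follow-up; inactive means inhibition at most 29.93% or unconfirmed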;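 further: 0% = low Mg2+ inducing control and 100% = high Mg2+ repressing control; strong numbers were not always called active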
T cell HTS: T cell immune modulators affecting CD8 T cell-vesicle binding; calls only at 7 µM; 2C CD8+ T cell-vesicle binding, flow cytometry; active compounds read low; 330,000 tested, 0.068% active; AID 2052;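 active means response, share of CD8 T cells binding vesicles, and their 90th percentile fluorescence all below set limits, cut at about 80% in these data, passing the limit was not always enough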
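Incubation: binding step 1.5 h, 37 °C, antibody labelling 20 min, ice; system: murine 2C transgenic CD8+ T lymphocytes; technique: cytometric PE anti-B7-1 and Alexa647 anti-CD8 signals after 1% paraformaldehyde fixation; also added: QL9-charged Drosophila Ld/ICAM-1/B7-1 vesicles; control set: naked versus QL9-loaded vesicles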
RSV antiviral HEp-2: RSV antiviral activity via CPE protection, HEp-2 cells, primary 10 µM value included (AID 2391); HEp-2 cells, RSV-induced CPE inhibition; higher % means a stronger effect; one-dose CPE inhibition, % at 10 µM; IC50 in µM for titrated hits; 310,000 tested, 0.13% active; in the data active means a potency from the dose series; inconclusive means CPE inhibition mostly from about 23% at the one dose, without a potency; inactive means the rest, 99 in 100 with CPE inhibition below about 21%; further: strong numbers were not always called active
SV40 large T antigen: TAg ATPase/helicase activity blockers – biochemical (AID 1903); inhibition, % at 20 µM, or IC50 in µM where a hit was titrated; SV40 large T antigen ATPase/helicase inhibition assay; higher % means a stronger effect; 310,000 tested, 0.39% active; in the data active means a potency from the dose series; inconclusive means inhibition mostly from about 32% at the one dose, without a potency; inactive means the rest, 99 in 100 with inhibition below about 32%; further: strong numbers were not always called active
NTR1 agonist: agonists of NTR1, primary screen, imaging, U2OS cells, beta-arrestin-GFP, high content (AID 493036); P30989; NTR1-U2OS beta-arrestin-GFP spot imaging, agonist mode; activation, % at 20 µM; 330,000 tested, 0.17% active;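 active means activation at or above 40% of the spot to cytoplasm intensity ratio, with at least 20 cells analyzed; inconclusive means wells under 20 cells, flagged as cytotoxic or low count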;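 further: 0% = DMSO without peptide and 100% = 100 nM NTR1 peptide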
Target sequence (P30989 whole entry, looked up): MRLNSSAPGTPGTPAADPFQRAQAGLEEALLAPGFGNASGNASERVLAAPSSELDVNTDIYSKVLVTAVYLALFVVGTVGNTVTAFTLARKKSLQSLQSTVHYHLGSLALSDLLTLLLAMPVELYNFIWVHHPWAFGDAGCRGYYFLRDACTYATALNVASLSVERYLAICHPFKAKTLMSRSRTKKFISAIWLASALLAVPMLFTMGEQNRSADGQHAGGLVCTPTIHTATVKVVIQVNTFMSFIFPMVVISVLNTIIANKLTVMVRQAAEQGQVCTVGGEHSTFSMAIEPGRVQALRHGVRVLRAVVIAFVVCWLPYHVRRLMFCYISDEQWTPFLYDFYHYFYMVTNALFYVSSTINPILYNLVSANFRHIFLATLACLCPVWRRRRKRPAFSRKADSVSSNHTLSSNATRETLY
Rac1 GTP hydrolysis: MgcRacGAP GTPase-activating activity inhibitors, confirmation, biochemical, ADP Hunter fluorescence; MgcRacGAP-stimulated Rac1 GTP hydrolysis, ADP Hunter fluorescence; higher % means a stronger effect; GST-tagged Rac1 F28L mutant substrate; inhibition, % at 30 µM, or IC50 in µM where a hit was titrated; 340,000 tested, 0.6% active; AID 624330;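 active means first-screen hits whose inhibition reached a set limit at any dose in the follow-up dose series; inconclusive means inhibition above the set first-screen limit but never retested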;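 further: fluorescence reports GDP produced by GAP-driven GTP hydrolysis; strong numbers were not always called active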
T cell HTS vesicle-bound %: also measured in T cell HTS; calls as there; double positive events, %; measured here: CD8+ vesicle-bound cell fraction;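 binding gate set so that unloaded-vesicle control wells show 10% double positive cells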
NTR1 agonist cell count 20 µM: recorded beside NTR1 agonist, whose call it bears; cell count; measured here: cell count, cytotoxicity flag
Myeloid diff MLP GFP+ MAC1+ %: recorded beside Myeloid diff MLP, whose call it bears; GFP+ MAC1+ double positive, %; measured here: differentiation confirmed by MAC1 staining
The depositor's hits bear a star; i = inactive; ? = inconclusive; . = not tested or not shown; [ ] = remark or other dose. Not a hit list, and some 2.3% of all compounds hit somewhere here.

SMILES | TNAP activators | K1F lysis inhibition | Myeloid diff MLP | Myeloid diff MLP GFP+ MAC1+ % | PhoP inhibition | T cell HTS | T cell HTS vesicle-bound % | RSV antiviral HEp-2 | SV40 large T antigen | NTR1 agonist | NTR1 agonist cell count 20 µM | Rac1 GTP hydrolysis
Cc1cc(C)cc(C(=O)NC(CC(N)=O)c2ccc(NC3CCCCCC3)c([N+](=O)[O-])c2)c1 (centres undefined) | . | 1.2% | i | 0.9 | -3% | i | 25 | 4.3% | 10% | 0.4 | 62 | 5%
C=CCn1c(SCC(=O)NCC2CCCO2)nnc1-c1ccncc1 (centres undefined) | . | 0.4%[50 µM] | i | 0.2 | . | i | 47 | 2.1% | . | -0.8 | 63 | -1%
COc1ccccc1-n1c(SCC(=O)c2ccc(O)cc2O)nc2cc([N+](=O)[O-])ccc21 | 0.9 | 2.5% | i | 0.2 | 2% | i | 42 | ? | 4% | 9.7 | 61 | 17%
Cc1nn(CCC#N)c(C)c1Oc1ccccc1O | . | 0.5% | i | 0.4 | -7% | i | 43 | 0.8% | 11% | 0.2 | 43 | 3%
Cc1ccc(C)c(OCC(=O)Nc2cc(C)on2)c1 | 1.1 | -0.7% | i | 1.9 | -10% | i | 30 | 3.3% | 5% | -1.4 | 78 | 6%
O=C1c2cccc3c(O)ccc(c23)C(=O)N1Cc1ccccc1 | 1.1 | -0.2% | i | 2.0 | -188% | i | 49 | 8.8% | 17% | -3.1 | 56 | -6%
CCN1CCN(S(=O)(=O)c2ccc(Cl)c(C(=O)Nc3ccccc3N3CCCC3)c2)CC1 | . | 0.8%[50 µM] | i | 1.1 | -1% | i | 58 | -3.0% | 7% | -0.6 | 49 | 7%
CC(C)c1onc(C(=O)Nc2cccnc2Cl)c1[N+](=O)[O-] | 1 | 0.1% | i | 0.3 | 12% | i | 59 | 0.2% | 1% | 1.1 | 75 | -27%
CN(C(=O)C1CCCCC1)C1(C)CCS(=O)(=O)C1 (centres undefined) | . | 0.8%[50 µM] | i | 1.0 | 7% | i | 45 | 1.2% | 4% | 0.6 | 63 | 5%
CCN(CC(=O)Nc1ccc(NC(C)=O)cc1)CC(=O)Nc1cccc(Cl)c1 | . | 0.3% | i | 0.5 | -6% | i | 68 | 3.3% | 10% | 0.1 | 96 | .
O=C(c1ccccc1)N1CCN(C2c3cccc4cccc(c34)C2NS(=O)(=O)c2ccccc2)CC1 (centres undefined) | 1.1 | 0.2% | i | 1.1 | 1% | i | 25 | 16% | 13% | 1.9 | 90 | 2%
O=C(NC(NC1CCS(=O)(=O)C1)C(Cl)(Cl)Cl)c1ccc(Br)cc1 (centres undefined) | 1.1 | 0.0% | i | 0.6 | 5% | i | 8 | 9.2% | 11% | 2.4 | 78 | 9%
O=C(c1cccc(Cl)c1)N1CCn2c1nc1ccccc12 | 1.1 | 0.4% | i | 0.1 | 3% | i | 54 | 1.1% | 6% | 1.1 | 66 | 11%
CCOc1ccc2[nH]c3c(NCCCOC)ncnc3c2c1 | . | -1.0%[50 µM] | i | 0.3 | 5% | i | 29 | 5.7% | 1% | 2.0 | 74 | 18%
CCCC(C(=O)NC1CCCC1)N(CCN(CC)CC)C(=O)c1snc(C(N)=O)c1N (centres undefined) | . | 1.5% | i | 0.0 | -1% | i | 41 | 1.7% | 7% | -0.3 | 56 | 5%
COc1ccc(NC(=O)C2CC(c3c(F)cccc3Cl)=NO2)cc1 (centres undefined) | . | -0.4% | i | 0.2 | -2% | i | 56 | 7.9% | 27% | 0.8 | 74 | 12%
COc1ccc(C(C(=O)NC(C)(C)C)N(Cc2cccnc2)C(=O)CCC(=O)Nc2cc(C)on2)cc1 (centres undefined) | . | 1.9% | i | 1.7 | -3% | i | 14 | 3.0% | 11% | 0.8 | 42 | -1%
CCSc1nnc(NC(=O)C(C)(C)C)s1 | 1.1 | -0.3% | i | 0.0 | 2% | i | 45 | 2.6% | -5% | -1.7 | 53 | -5%
CC[C@@]12C(=O)N(c3cccc(F)c3)C(=O)N1[C@H](c1ccc(F)cc1)[C@@H]1C(=O)N(C3CCCCC3)C(=O)[C@@H]12 | . | 1.4% | i | 1.0 | 1% | i | 35 | 3.5% | 7% | 0.8 | 105 | 18%
O=C1CS(=O)CN1c1ccc(Oc2ccccc2)cc1 (centres undefined) | 1.1 | 0.4% | i | 0.8 | 4% | i | 42 | 1.2% | -6% | -0.9 | 78 | 11%
CCCCN(C(=O)c1cccc(S(=O)(=O)N2CC(C)OC(C)C2)c1)c1c(N)n(CCCC)c(=O)[nH]c1=O (centres undefined) | . | 1.0%[50 µM] | i | 4.6 | 3% | i | 44 | 1.6% | 1% | 1.3 | 47 | 9%
CCc1cc(C(=O)Cc2nc3ccccc3s2)c(O)cc1OCC(=O)O | . | 1.0% | i | 0.6 | -16% | i | 33 | 2.4% | 10% | 1.0 | 64 | -2%
O=C(Nc1cccnc1)/C(N=Nc1cccnc1)=C(\O)c1ccccc1 | 1 | -1.8% | i | 0.3 | 5% | i | 52 | 1.6% | 0% | 2.3 | 80 | 1%
CCn1c(CCc2ccccc2)n[nH]c1=S | 0.9 | 1.9% | i | 0.6 | . | i | 58 | 5.4% | . | 2.9 | 67 | 3%
Cc1ccc(S(=O)(=O)N(C)CC(=O)OCc2nnc(-c3ccccc3)o2)cc1 | 1 | 2.3% | i | 0.8 | -4% | i | 66 | 1.2% | 0% | 1.7 | 64 | 0%

Nothing new here: 4 of the compounds above.
SMILES | TNAP activators | K1F lysis inhibition | Myeloid diff MLP | Myeloid diff MLP GFP+ MAC1+ % | PhoP inhibition | T cell HTS | T cell HTS vesicle-bound % | RSV antiviral HEp-2 | SV40 large T antigen | NTR1 agonist | NTR1 agonist cell count 20 µM | Rac1 GTP hydrolysis
Cc1cc(C)cc(C(=O)NC(CC(N)=O)c2ccc(NC3CCCCCC3)c([N+](=O)[O-])c2)c1 (centres undefined) | . | 1.2% | i | 0.9 | -3% | i | 25 | 4.3% | 10% | 0.4 | 62 | 5%
C=CCn1c(SCC(=O)NCC2CCCO2)nnc1-c1ccncc1 (centres undefined) | . | 0.4%[50 µM] | i | 0.2 | . | i | 47 | 2.1% | . | -0.8 | 63 | -1%
COc1ccccc1-n1c(SCC(=O)c2ccc(O)cc2O)nc2cc([N+](=O)[O-])ccc21 | 0.9 | 2.5% | i | 0.2 | 2% | i | 42 | ? | 4% | 9.7 | 61 | 17%
Cc1nn(CCC#N)c(C)c1Oc1ccccc1O | . | 0.5% | i | 0.4 | -7% | i | 43 | 0.8% | 11% | 0.2 | 43 | 3%

More entries.
SMILES | TNAP activators | K1F lysis inhibition | Myeloid diff MLP | Myeloid diff MLP GFP+ MAC1+ % | PhoP inhibition | T cell HTS | T cell HTS vesicle-bound % | RSV antiviral HEp-2 | SV40 large T antigen | NTR1 agonist | NTR1 agonist cell count 20 µM | Rac1 GTP hydrolysis
COc1ccc(CNC(=O)C2CC(c3ccc(F)cc3)=NO2)cc1 (centres undefined) | 1 | 5.2% | i | 1.5 | 1% | i | 57 | -0.5% | 3% | 1.4 | 72 | 4%
CCCc1nnc(SCC(=O)N2CCCCC2)n1CC1CCCO1 (centres undefined) | 1 | 0.3% | i | 0.4 | 8% | i | 36 | 0.3% | 1% | -0.9 | 101 | 1%
Cc1ccc(-c2nn(CC(=O)O)c(=O)c3ccccc23)cc1 | 1.1 | 0.2% | i | 0.9 | 1% | i | 40 | 0.2% | 7% | -0.4 | 50 | 10%
COC(=O)C1=C[C@@H](C(=O)OC)[C@@H]2C3=C(C(=O)[C@@]2(C)NC(=O)c2ccccc2)[C@H](C)n2c(=O)n(C)c(=O)n2[C@@H]3C1 | . | 0.1% | i | 1.4 | -14% | i | 24 | 0.9% | 2% | -0.9 | 98 | 3%
Cc1ccc2c(c1)C1CN(C)CCC1N2C(=S)NC(=O)c1ccc(Br)cc1 (centres undefined) | 1.2 | 0.6% | i | 0.5 | -13% | i | 17 | -2.1% | 7% | 3.0 | 35 | 6%
CCCn1c2c(c(O)c(C(=O)Nc3ccc(OC)cc3)c1=O)CCCC2 | 1.1 | 1.3% | i | 0.4 | -4% | i | 40 | 5.2% | 8% | 6.3 | 40 | 16%
Cc1ccc(C(=O)Nc2ccc3c(c2)OCO3)cc1S(=O)(=O)N1CCOCC1 | . | 0.2% | i | 0.0 | -3% | i | 65 | 3.0% | 24% | 1.2 | 71 | 7%
Cc1ccc(S(=O)(=O)Nc2cccc(C(=O)NCCCn3ccnc3)c2)cc1F | . | -0.1%[50 µM] | i | 0.7 | -2% | i | 25 | -0.3% | 13% | -1.7 | 49 | -9%
CC(C)c1ccc(NC(=O)c2snc3ccc(Cl)cc23)cc1 | 1 | 3.6% | i | 0.0 | 3% | i | 56 | 11% | 10% | 19 | 89 | 6%
CC1CCc2c(sc(NC(=O)C3c4ccccc4Oc4ccccc43)c2C(N)=O)C1 (centres undefined) | 1.1 | 1.5% | i | 0.4 | -23% | i | 64 | 2.6% | 7% | 4.8 | 53 | 7%
COc1ccccc1NS(=O)(=O)c1cc(NC(=O)/C=C/c2cccs2)ccc1N1CCOCC1 | 1 | 5.3% | ? | . | 16% | i | 5 | 22% | 8% | 2.2 | 63 | 8%
O=C(CC(C(=O)O)c1ccccc1)c1cccs1 (centres undefined) | . | -1.5% | i | 1.0 | -8% | i | 39 | -0.4% | 9% | -1.3 | 33 | -15%
CCn1c(SCC(=O)N=Nc2c(O)[nH]c3ccccc23)nc2ccccc21 | 0.8 | 1.2% | i | 0.4 | 15% | i | 43 | 3.7% | 21% | 3.1 | 66 | -5%
COC(=O)c1cc(CSc2nc3ccccc3[nH]2)oc1C | 1.2 | 0.0% | i | 0.7 | -5% | i | 2 | 1.7% | -1% | 1.6 | 52 | 0%
O=C(NCCc1ccccn1)C1CCN(S(=O)(=O)c2ccc(Cl)cc2)CC1 | 1.1 | 1.6% | i | 0.3 | -3% | i | 47 | -2.3% | 17% | 0.6 | 57 | 2%
COc1ccc(CNC(=O)c2cc3c(s2)CS(=O)C3)cc1 (centres undefined) | 1.1 | -3.7% | . | . | -1% | i | 43 | 1.5% | 1% | -1.5 | 64 | -5%

Bioassay records from PubChem.
